Efa HMGR inh = inhibitors of E. faecalis class II HMGR, primary screen, biochemical, Enterococcus faecalis. HMG-CoA reductase (Enterococcus faecalis, mvaE). purified E. faecalis HMGR, NADPH absorbance 340 nm kinetic. inhibition, % at 10 µM. 0.41% of 190,000 active. AID 1066, 2008;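 active = inhibition above a set limit, the median over all tested compounds plus 3 SD, cut at about 9.5% in these data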;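 also: enzyme runs in reverse so mevalonate oxidation gives rising NADPH absorbance; 0% = complete reaction with DMSO and 100% = background rate lacking mevalonate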
TNAP inh no acc = human TNAP enzyme inhibitors, primary screen, biochemical, luminescent, no phosphate acceptor, uHTS; purified TNAP, CDP-star luminescence, 30 min; AID 1012, 2008; inhibition, % at 20 µM; 0.26% of 200,000 active;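 active = tissue-nonspecific alkaline phosphatase inhibition above about 50% at 20 µM in the single-dose screen, limit read from the data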;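 also: 0% = DMSO negative control and 100% = EDTA positive control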
Target sequence (P05186 whole entry, looked up): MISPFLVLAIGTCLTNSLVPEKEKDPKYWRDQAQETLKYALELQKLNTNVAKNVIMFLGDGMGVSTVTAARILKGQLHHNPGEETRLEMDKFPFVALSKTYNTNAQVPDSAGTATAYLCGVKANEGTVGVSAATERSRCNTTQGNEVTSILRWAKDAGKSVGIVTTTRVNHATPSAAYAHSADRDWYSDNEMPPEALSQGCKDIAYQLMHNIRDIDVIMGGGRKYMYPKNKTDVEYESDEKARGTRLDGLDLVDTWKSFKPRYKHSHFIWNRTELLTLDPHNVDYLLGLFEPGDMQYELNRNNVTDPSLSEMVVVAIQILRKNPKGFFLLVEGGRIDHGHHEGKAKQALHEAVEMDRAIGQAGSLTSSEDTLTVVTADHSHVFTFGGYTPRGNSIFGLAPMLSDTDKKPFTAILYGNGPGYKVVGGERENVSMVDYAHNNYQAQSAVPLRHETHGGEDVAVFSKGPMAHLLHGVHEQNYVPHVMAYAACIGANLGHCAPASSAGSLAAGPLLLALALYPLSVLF
Lmaj promast = Leishmania major promastigote growth inhibition, primary screen; Leishmania major promastigotes, resazurin fluorescence viability; inhibition, % at 10 µM; 9% of 200,000 active; AID 1063, 2008; in the data active = inhibition above about 50%;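 also: promastigotes grown with compound for 44 hours at 28 °C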
RAM network inh = inhibitors of the yeast RAM network, primary screen, dse1pr::URA3 reporter, 5-FOA selection. AID 868, 2007. S. cerevisiae dse1pr::URA3 reporter, 5-FOA growth OD615, 2 d; analog-sensitive cbk1-as2 kinase mutant strain. inhibition, % at 50 µM. 1.8% of 190,000 active;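 active = inhibition above a set limit, 3 SD over mean compound inhibition, cut at about 8.4% in these data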;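 also: 0% = DMSO-only wells with no growth and 100% = 10 µM 1-NA-PP1 full growth; inhibition rescues growth on 5-FOA so higher OD means more RAM inhibition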
Hsp70 activator = Hsp70 transcriptional activators, primary screen, cell-based, HeLa, Hsp70 promoter luciferase, luminescence, 10 µM; HeLa Hsp70 promoter luciferase reporter; scaled: vehicle 0, proteasome-inhibitor control 100%; activation, % at 10 µM; 0.04% of 200,000 active; AID 1203, 2008;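 active = activation above the mean across all tested compounds plus 3 SD, cutoff set per campaign, cut at about 5.5% in these data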;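 also: 100% = MG132 at 30 µM as the positive control and 0% = DMSO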
PMI act satM6P = human PMI activators, high substrate, primary screen, biochemical, fluorescence intensity, near-saturating mannose 6-phosphate; coupled PMI enzyme assay, resazurin fluorescence, 20 min; stronger effect = higher value; 1 = untreated enzyme, 0 = substrate-free blank; activation factor at 20 µM; 0.34% of 190,000 active; AID 1216, 2008;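 active = activation factor of 2 or more at 20 µM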
Target sequence (P34949 whole entry, looked up): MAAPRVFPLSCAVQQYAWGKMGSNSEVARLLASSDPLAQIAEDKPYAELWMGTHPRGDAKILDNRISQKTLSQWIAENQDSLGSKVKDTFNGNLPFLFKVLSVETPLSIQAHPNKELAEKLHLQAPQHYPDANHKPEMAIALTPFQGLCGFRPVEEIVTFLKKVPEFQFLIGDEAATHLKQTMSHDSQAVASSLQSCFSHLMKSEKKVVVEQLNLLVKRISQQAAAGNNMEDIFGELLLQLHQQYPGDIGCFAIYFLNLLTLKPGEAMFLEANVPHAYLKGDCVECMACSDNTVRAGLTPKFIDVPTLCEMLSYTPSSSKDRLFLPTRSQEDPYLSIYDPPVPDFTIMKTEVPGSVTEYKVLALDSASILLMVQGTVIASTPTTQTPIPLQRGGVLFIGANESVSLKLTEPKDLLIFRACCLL
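Test system – human PMI in coupled enzyme assay · Timing – 20 min incubation at room temperature · Detection – Diaphorase-driven resazurin-to-resorufin fluorescence, excitation 544, emission 590 nm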
Redox H2O2 prof = compounds producing H2O2 with reducing agent – biochemical, NIH compound library profiling, artefact control for MLSCN library redox annotation, primary screen. AID 878, 2007. activation, % at 10 µM. 0.03% of 200,000 active. DTT-dependent redox cycling H2O2, phenol red/HRP absorbance; 100% = 100 µM peroxide control, 0% = buffer;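 active = activation of at least 50% relative to the plate's high and low controls in the primary single-dose screen; inactive = activation below 50%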;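 also: compound incubated with DTT at 0.8 mM final as the reducing agent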
TNAP inh hiacc = human TNAP enzyme inhibitors, primary screen, biochemical, luminescent, high phosphate acceptor level, uHTS. Alkaline phosphatase, tissue-nonspecific isozyme (Homo sapiens), P05186. purified TNAP, CDP-star luminescence, 1 M DEA. inhibition, % at 20 µM. 0.03% of 200,000 active. AID 1135, 2008;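 active = over 50% inhibition of tissue-nonspecific alkaline phosphatase at 20 µM in the single-dose screen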;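 also: plate controls were DMSO wells for no effect and EDTA-quenched wells as full inhibition for full effect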
S1P3 antagonist = S1P3 receptor antagonists, primary screen, cell-based | inhibition, % at 4.98 µM | CHO S1P3 NFAT-BLA reporter, FRET fluorescence, antagonist mode | 0.27% of 170,000 active | Sphingosine 1-phosphate receptor 3 (Homo sapiens), Q99500;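 active = inhibition above the plate cutoff, the mean inhibition of test wells on that plate plus 3 SD, cut at about 28% in these data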;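 also: cells challenged with S1P at its EC80 of 0.8 µM; blue over green emission ratio from cleaved BLA substrate after 4 h stimulation; 0% = S1P-stimulated wells and 100% = unstimulated DMSO-only wells; some compounds past the cut are filed as inactive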
PMI activator = activators of human PMI, primary screen, biochemical, fluorescence intensity, near-Km mannose 6-phosphate | activation factor at 20 µM | purified human PMI, coupled resazurin fluorescence, 20 min; stronger effect = higher value; 1 = vehicle control, 0 substrate-free wells | 0.005% of 190,000 active;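 active = activation factor of 2 or more at 20 µM, relative to plate controls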
* hit, by the source's call; x = not tested or not shown.

SMILES	Efa HMGR inh	TNAP inh no acc	Lmaj promast	RAM network inh	Hsp70 activator	PMI act satM6P	Redox H2O2 prof	TNAP inh hiacc	S1P3 antagonist	PMI activator
O=C(NC1CCCCC1)C(c1ccccc1)N(Cc1ccc2c(c1)OCO2)C(=O)c1cnsn1 (stereo unspecified)	-4	-12	35	3.2	-0.3	1	0.7	-3	x	1
COc1ccc2oc(C(F)(F)C(F)F)cc(=O)c2c1	-1	-10	-5	-0.3	0.1	0.9	1.7	0	x	1
Cc1ccc(C(=O)N[C@H](C(=O)OCc2cc(=O)n3c(n2)sc2ccccc23)C(C)C)cc1	-12	-5	1	3.0	-0.4	1.1	-0.1	-2	-6	1.1
Cc1cc(-n2nc(C)cc2C)nc(NS(=O)(=O)c2ccccc2)n1	-4	-15	-5	0.5	-0.2	1.1	0.7	-5	x	1
CC(=O)Nc1nn(C)c2nc(C)cc(C)c12	-2	-7	-1	1.7	-0.1	0.9	0.0	-3	-7	0.9
Cc1cccc(C)c1NC(=O)CSc1ncnc2nc[nH]c12	2	-2	-6	1.4	-0.2	0.9	-3.6	-5	x	1
CN(C)S(=O)(=O)c1cccc(NC(=O)c2cc(-c3cccs3)nn2-c2cccc(Cl)c2)c1	2	-19	34	5.6	0.0	1.1	0.6	-2	8	1.1
CCOc1cc(S(=O)(=O)NCC2OCCc3ccccc32)c(OCC)cc1-n1cnnn1 (stereo unspecified)	-6	-6	-2	1.4	0.0	0.9	-1.1	-10	5	1
Cc1cc(C(F)F)n2nc(C(=O)Nc3ccc(S(=O)(=O)N4CCCC4)cc3)nc2n1	-1	3	6	3.5	0.0	1	0.5	9	-8	1
COc1ccc(NS(=O)(=O)c2cc(OCC(N)=O)c(C)cc2Cl)cc1	-1	-8	76*	-0.3	-0.1	1	0.3	-2	-3	0.9
CCOC(=O)CCSc1nc(C(C)(C)C)cc(C(F)(F)F)c1C#N	-5	-8	-1	4.7	0.1	0.9	1.0	-1	x	1
COc1ccc(/C(C)=N/NS(=O)(=O)c2cc(C)ccc2C)c(OC)c1	-9	0	18	-0.6	-0.2	1.1	-1.1	2	1	1.3

Copied from the list.
`Cc1cc(C(F)F)n2nc(C(=O)Nc3ccc(S(=O)(=O)N4CCCC4)cc3)nc2n1` | PMI activator = 1
`Cc1ccc(C(=O)N[C@H](C(=O)OCc2cc(=O)n3c(n2)sc2ccccc23)C(C)C)cc1` | TNAP inh no acc = -5
`Cc1cc(-n2nc(C)cc2C)nc(NS(=O)(=O)c2ccccc2)n1` | PMI activator = 1
`O=C(NC1CCCCC1)C(c1ccccc1)N(Cc1ccc2c(c1)OCO2)C(=O)c1cnsn1` (stereo unspecified) | RAM network inh = 3.2
`CC(=O)Nc1nn(C)c2nc(C)cc(C)c12` | PMI activator = 0.9
`COc1ccc(NS(=O)(=O)c2cc(OCC(N)=O)c(C)cc2Cl)cc1` | RAM network inh = -0.3

Later entries
SMILES	Efa HMGR inh	TNAP inh no acc	Lmaj promast	RAM network inh	Hsp70 activator	PMI act satM6P	Redox H2O2 prof	TNAP inh hiacc	S1P3 antagonist	PMI activator
COc1cc(CNC2CCCCC2)c(Br)cc1OC1CCCC1	7	-8	61*	2.5	-0.2	0.9	0.9	-2	-14	0.9
CC(C)c1ccccc1NC(=O)c1cccnc1	-1	-10	-6	2.4	-0.2	1	1.3	-3	5	0.9
Cc1nn2c(-c3ccccc3)nnc2c2ccccc12	2	-10	9	0.0	0.2	1	0.3	-5	6	1
O=C(c1cc([N+](=O)[O-])cc([N+](=O)[O-])c1)N1CCN(Cc2ccc3c(c2)OCO3)CC1	2	-9	34	0.7	-0.4	0.9	-0.3	-2	-4	1
Cc1[nH]nc(-c2ccc(OCc3cnn(-c4ccccc4)c3)c(C)c2O)c1Oc1ccccc1	-2	-5	5	4.7	-0.3	0.9	2.1	2	x	0.9
CC(C)(C)C1CCc2onc(C(=O)Nc3ccc(F)cc3F)c2C1 (stereo unspecified)	0	-10	23	1.3	-0.1	0.9	-2.0	-5	2	0.9
Cc1cc(=O)[nH]c(SC(C(=O)O)c2ccccc2)n1 (stereo unspecified)	-7	-10	73*	-0.5	-0.2	0.9	11	-6	-2	1
Cc1ccc(N(CC(O)CON=C2c3ccccc3-c3ccccc32)S(C)(=O)=O)cc1 (stereo unspecified)	-5	3	100*	8.2	-0.6	0.9	-0.2	-4	x	0.8
CCOC(=O)Cc1c(C)nc2c(C#N)c(C)nn2c1C	3	-6	-1	0.5	-0.4	0.9	2.1	-1	-21	0.9
COc1ccc(CCNC(=O)CSc2nnc(CNC(=O)c3ccccc3F)o2)cc1OC	2	-8	5	-0.9	-0.5	1	-0.7	-4	x	1
CCOC(=O)c1cc(-c2ccc(OC)cc2)nn1-c1ccc(C(=O)O)cc1	1	-9	-2	5.7	1.7	0.9	-1.0	-3	-8	1.1
CCCCCCn1c(CN2CCC(C)CC2)nc2c1c(=O)n(C)c(=O)n2C	4	-12	3	0.6	0.7	1	1.8	-7	3	1

Profiles, looked up by structure:
CC(C)c1ccccc1NC(=O)c1cccnc1 is listed with Efa HMGR inh = -1; TNAP inh no acc = -10; Lmaj promast = -6; RAM network inh = 2.4; Hsp70 activator = -0.2; PMI act satM6P = 1; Redox H2O2 prof = 1.3; TNAP inh hiacc = -3; S1P3 antagonist = 5; PMI activator = 0.9
CCCCCCn1c(CN2CCC(C)CC2)nc2c1c(=O)n(C)c(=O)n2C is listed with Efa HMGR inh = 4; TNAP inh no acc = -12; Lmaj promast = 3; RAM network inh = 0.6; Hsp70 activator = 0.7; PMI act satM6P = 1; Redox H2O2 prof = 1.8; TNAP inh hiacc = -7; S1P3 antagonist = 3; PMI activator = 1

The results go on.
SMILES	Efa HMGR inh	TNAP inh no acc	Lmaj promast	RAM network inh	Hsp70 activator	PMI act satM6P	Redox H2O2 prof	TNAP inh hiacc	S1P3 antagonist	PMI activator
c1ccc(Cn2nc(-c3ccccc3)nc2-c2ccccc2)cc1	-4	-13	94*	2.3	-0.2	0.9	-0.7	-2	4	0.8
COc1ccc2cc3cc(C(=O)N4CCN(Cc5ccc6c(c5)OCO6)CC4)oc3nc2c1	-3	4	1	8.2	-0.4	1	-0.4	-6	11	0.9
Cc1c(NC(=O)CCc2ccccc2)cccc1[N+](=O)[O-]	-11	-8	1	0.8	0.0	0.9	-0.4	-4	-6	0.9
CC1CCN(C(=O)C(Cc2ccccc2)n2cccc2)CC1 (stereo unspecified)	-7	0	-5	-1.3	-0.1	0.9	-0.1	-2	-43	0.9
O=C(O)C1=C(C(=O)Nc2cc(C(F)(F)F)ccc2Cl)CCCC1	-7	-9	-4	0.5	-0.4	1	0.4	-7	-6	0.9
Cc1cc([N+](=O)[O-])nn1CC(=O)Nc1cc(F)ccc1F	-7	-1	-5	2.9	-0.2	0.9	0.6	-2	3	1
CC(C)C(=O)c1cn(CC(=O)NCc2ccc3c(c2)OCO3)c2ccccc12	0	-4	-3	7.6	0.2	0.9	1.5	0	x	0.9
CCC(/C=N/NC(=O)CCCCC(=O)N/N=C/C(CC)CC)CC	-1	-16	-7	0.9	-0.1	1	-0.2	-3	1	1
COc1ccc(C(=O)C2CCCN(Cc3cccn3-c3ccccn3)C2)c(C)c1 (stereo unspecified)	-3	-6	100*	0.0	-0.2	1.1	-0.1	-2	-18	1
O=C(c1ccc(Cl)cc1)N(Cc1cccs1)C1CCS(=O)(=O)C1 (stereo unspecified)	1	-4	-5	0.5	-0.5	0.9	-3.0	-5	-27	0.9
O=C(c1ccccc1)N1CCCc2ccccc21	-6	-9	-5	-0.1	1.6	1	1.2	-1	x	1
C/C(=N\Nc1cccc([N+](=O)[O-])c1)c1ccccc1O	-4	2	-1	2.8	0.4	1.3	0.7	2	17	1.4

Ordered by molar mass (smallest number first): three of the compounds above.
SMILES	Efa HMGR inh	TNAP inh no acc	Lmaj promast	RAM network inh	Hsp70 activator	PMI act satM6P	Redox H2O2 prof	TNAP inh hiacc	S1P3 antagonist	PMI activator
CC1CCN(C(=O)C(Cc2ccccc2)n2cccc2)CC1 (stereo unspecified)	-7	0	-5	-1.3	-0.1	0.9	-0.1	-2	-43	0.9
O=C(c1ccc(Cl)cc1)N(Cc1cccs1)C1CCS(=O)(=O)C1 (stereo unspecified)	1	-4	-5	0.5	-0.5	0.9	-3.0	-5	-27	0.9
CC(C)C(=O)c1cn(CC(=O)NCc2ccc3c(c2)OCO3)c2ccccc12	0	-4	-3	7.6	0.2	0.9	1.5	0	x	0.9

(listing goes on)
SMILES	Efa HMGR inh	TNAP inh no acc	Lmaj promast	RAM network inh	Hsp70 activator	PMI act satM6P	Redox H2O2 prof	TNAP inh hiacc	S1P3 antagonist	PMI activator
Cc1ccccc1-n1c(SCC(=O)N2CCCC2)nnc1-c1ccccn1	-3	-7	-2	0.0	-0.1	1	1.9	-2	-4	1
C/C(=N\NC(=O)C(=O)Nc1ccc(C)c(Cl)c1)c1ccncc1	-7	-16	-3	0.4	-0.4	1	0.0	1	7	0.9
COc1ccc2nc(NC(=O)CS(=O)(=O)Cc3ccccc3)sc2c1	-7	-4	3	2.9	-0.2	1	-1.8	3	0	1.1
Cc1ccc(NC(=O)C(C)N2C(=O)c3ccccc3C2=O)cc1 (stereo unspecified)	-7	-10	-1	3.5	-0.5	0.9	1.4	-2	-8	1
Cc1ccc(N2CCN(S(=O)(=O)N(C)C)CC2)c(C)c1	x	-8	-12	x	-0.2	1	-0.8	-1	-22	0.9
Cc1ccc(Cn2nnc3c(=O)n(CC(=O)N4CCCc5ccccc54)cnc32)cc1	7	-2	3	5.4	-0.4	1.1	0.4	0	-11	1.1
CCCN1CCN(C(=O)c2cc(COc3ccc4ncccc4c3)on2)CC1	4	-8	6	0.4	-0.1	0.9	-1.0	-7	3	0.9
O=P(Cc1ccccn1)(c1ccccc1)c1ccccc1	-5	-4	-5	1.3	-0.2	1	1.3	0	x	0.9
CC(C)c1ccc(Nc2nnc(SCC(=O)Nc3ncc(S(=O)(=O)c4ccc([N+](=O)[O-])cc4)s3)s2)cc1	-5	-5	-3	1.2	-0.2	1.1	-1.8	-2	1	1.3

Assay outcomes: PubChem BioAssay, several laboratories

Rows were taken by chance. Share with any hit: about 12%.
